AID inh = Primary qHTS assay for inhibitors of Activation Induced Cytidine Deaminase (AID): AID signal; AID 1347428, 2020; AID deamination FRET fluorescence, UDG-coupled, 4 h; 91,000 compounds, 0.32% hits; Potency, µM (doses to about 115 µM), without a hit: at the highest dose activity change, negative = inhibition, usual class: inhibitors; Single-stranded DNA cytosine deaminase (Homo sapiens), Q9GZX7; further: nearly all actives have a fitted effect of over 25% in size
Target sequence (Q9GZX7 whole entry, looked up): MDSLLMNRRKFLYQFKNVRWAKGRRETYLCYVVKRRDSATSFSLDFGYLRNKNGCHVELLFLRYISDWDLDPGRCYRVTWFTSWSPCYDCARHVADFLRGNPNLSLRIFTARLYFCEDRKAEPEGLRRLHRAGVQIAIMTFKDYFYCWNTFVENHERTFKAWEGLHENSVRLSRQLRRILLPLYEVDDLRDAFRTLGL
UDG counter = Primary qHTS assay for inhibitors of Activation Induced Cytidine Deaminase (AID): UDG Counterscreen signal; Uracil-DNA glycosylase; FRET deamination/UDG coupled assay, UDG read, 4 h; Potency, µM (doses to about 115 µM), for inactives: top-dose activity change, negative = inhibition, usual class: inhibitors; 91,000 compounds, 0.14% hits; AID 1347430, 2020; further: nearly all actives have a fitted effect of over 65% in size
The depositor's hits bear a star; u = inconclusive; & = joins results of further samples; [ ] = another dose, or the depositor's remark. The call rests on the fitted dose curve; in most records, active means well fitted curve in the direction sought with a large enough effect; inconclusive means small, poorly fitted or top-dose-only effect, or another doubt; inactive means no such curve, though single readings can be large; an effect the other way counts as inactive or inconclusive. On the % scale 0 is the no-effect control and ±100 the full control effect; potency means the concentration at half of the fitted maximal effect. Only part of the results is shown; the hit share may differ from the screen's.

Second line of a record – UDG counter, AID inh
> O=C(Cc1c[nH]c2ccccc12)Nc1ccc2ccccc2c1
  -10%, -3%
> COc1ccccc1NC(=O)C(CC(C)C)N1Cc2ccccc2C1=O (stereo not given)
  -2%, -11%
> O=C(NCCn1cc(SCc2cccc(F)c2)c2ccccc21)c1cccc(C(F)(F)F)c1
  -12%, u
> CN(Cc1ccccc1)C(=O)CSc1nc(-c2ccc(F)cc2)cc(C(F)(F)F)n1
  -19%, u
> O=C(Nc1cc(-c2ccc(F)c(F)c2)no1)c1ccccc1F
  4%, 10%
> Cc1ccc2nc3c(c(Nc4ccccc4)c2c1)CCC3
  -7%, 0%
> O=C(Nc1cnc2ccccc2c1)c1ccc(Cl)cc1Cl
  -4%, -4%
> Cc1cc(NC(=O)CCn2c(=O)c3cccn3c3cccnc32)ccc1Br
  17%, 17%
> COc1ccc(OC)c(S(=O)(=O)NCCc2sc(-c3ccc(C)cc3)nc2C)c1
  5%, -4%
> CC(Nc1ccc([N+](=O)[O-])cn1)c1ccc(C(F)(F)F)cc1 (stereo not given)
  -5%, -14%
> COc1ccc(S(=O)(=O)NCCc2sc(C)nc2C)cc1F
  0%, 9%
> O=C(CSc1nnc(-c2ccc(Cl)cc2)o1)c1ccc([N+](=O)[O-])cc1
  13%, 17%
> C/C(=N\Nc1ccc(F)cc1)c1sc2ccc(Cl)cc2c1C
  0%, -13%
> O=C(Cc1cccs1)N(Cc1ccc2[nH]ccc2c1)C1CC1
  7%, 9%
> COc1ccccc1NC(=O)c1sc2nc(-c3cc4ccccc4oc3=O)[nH]c(=O)c2c1C
  5%, -12%
> Cc1ccc(N2CCN(c3nc4ccccc4n4nnnc34)CC2)c(C)c1
  -11%, 1%
> CC(=O)c1c(Cl)nc2ccccc2c1-c1ccccc1
  -12%, -18%
> COc1cccc(-c2nc(CS(=O)(=O)CC(=O)NCc3ccc(C)cc3)c(C)o2)c1
  -5%, -13%
> CCc1nc2ccc(C(=O)NCc3cccc(Br)c3)cc2nc1CC
  -16%, u
> CCc1nc2ccccc2c(NC(=O)CN(CC)CC)c1C
  9%, 3%
> COCCCNC(=O)c1ccc(-c2nc(CS(=O)(=O)c3ccccc3)c(C)o2)cc1
  2%, -11%
> CCC(Sc1nc2nccnc2c(=O)n1Cc1ccc(OC)cc1)C(=O)NC1CCCCC1 (stereo not given)
  0%, -12%
> CCc1cccc(NC(=O)c2ccc3c(c2)NC(=O)CS3)c1
  10%, 17%
> Cc1ccc(NC(=O)Cn2c(=O)n(-c3ccc(CC(=O)NCC4CCCO4)cc3)c(=O)c3ccccc32)cc1 (stereo not given)
  -5%, 16%
> CC(C)(C)CC(=O)NC(c1ccccc1)c1ccccc1
  -1%, -4%
> c1ccc(C(c2cccs2)c2c[nH]c3ccccc23)cc1 (stereo not given)
  -13%, -26%
> COc1ccc(NC(=O)CCS(=O)(=O)c2nc(-c3cccs3)cc(C(F)(F)F)n2)cc1
  -7%, -4%
> Cc1cccc(Cn2nnc(C(=O)Nc3cc(C)ccc3C)c2N)c1
  -11%[57.5 µM], -8%[57.5 µM]
> COc1ccc(OC)c(NC(=O)Cc2cnc(-n3cccc3)s2)c1
  -7%, -15%
> CC(=O)c1ccc(NS(=O)(=O)c2ccc(Br)s2)cc1
  5%, 60%[activator]

Brought forward from above: five compounds, then new ones.
Second line of a record – UDG counter, AID inh
> c1ccc(C(c2cccs2)c2c[nH]c3ccccc23)cc1 (stereo not given)
  -13%, -26%
> COc1ccc(NC(=O)CCS(=O)(=O)c2nc(-c3cccs3)cc(C(F)(F)F)n2)cc1
  -7%, -4%
> Cc1cccc(Cn2nnc(C(=O)Nc3cc(C)ccc3C)c2N)c1
  -11%[57.5 µM], -8%[57.5 µM]
> COc1ccc(OC)c(NC(=O)Cc2cnc(-n3cccc3)s2)c1
  -7%, -15%
> CC(=O)c1ccc(NS(=O)(=O)c2ccc(Br)s2)cc1
  5%, 60%[activator]
> Cc1csc(/C(C#N)=C\c2ccccc2OC(F)(F)F)n1
  -10%, -5%
> CCOC(=O)c1cccc(NC(=O)CN2C(=O)CC(C)(C)Sc3ccccc32)c1
  8%, 7%
> CCCCNC(=O)C1CCN(C(=O)N2CC(C)Oc3ccc(Cl)cc32)CC1 (stereo not given)
  3%, -17%
> COc1ccc(CNC(=O)CSc2ncc3c(n2)-c2cc(Cl)ccc2N(Cc2ccccc2)S3(=O)=O)cc1
  8%, 4%
> Cc1ccc(C)c(C(=O)COC(=O)c2cc(=O)c3ccccc3o2)c1
  -9%, -6%
> COc1ccccc1Cn1cc(C(=O)c2ccccc2)c(=O)c2cc(OC)c(OC)cc21
  5%, u
> CN(C)C(=O)CN1C(=O)c2ccccc2C1c1cn(C)c2ccccc12 (stereo not given)
  5%, -11%
> CCC(C)NC(=O)CCc1c(C)nc2c(c(OC)nn2C)c1C (stereo not given)
  -8%, 2%
> COc1ccc(C23CC4CC(C2)CC(c2ccc(OC)c(C(=O)NC(c5ccccc5)c5ccccc5)c2)(C4)C3)cc1C(=O)NC(c1ccccc1)c1ccccc1
  3%, -8%
> Oc1cccc(-c2nc3ncccn3c2Nc2cccc(C(F)(F)F)c2)c1
  -6%, 9%
> O=C(NC1CCN(Cc2nnnn2-c2ccccc2)CC1)C1CC1
  11%, 4%
> Cc1cc(C)c(NC(=O)CCl)c(C)c1
  10%, -1%
> N#Cc1nc(C2CC2)oc1N1CCN(C(=O)c2ccc(F)cc2F)CC1
  -3%, -3%
> COc1ccccc1OCCCSc1nc(-c2ccc(C(C)(C)C)cc2)nc2cc(=O)[nH]n12
  1%, u
> O=C(C1CCCO1)N1CCN(Cc2coc(-c3ccc(F)cc3)n2)CC1 (stereo not given)
  -2%, -3%
> COCCn1c(-c2ccc(SC)cc2)nc2c1c(=O)[nH]c(=O)n2CC(C)C
  0%, -12%
> C=CCOc1ccccc1C1C2=C(CC(C)(C)CC2=O)OC2=C1C(=O)CC(C)(C)C2
  -3%, -15%
> COc1cc(/C=C(/C#N)c2nc3ccccc3[nH]2)ccc1OC(C)C
  8%, -6%
> CCc1cccc(C)c1Nc1c(-c2cccs2)nc2nc(C)cc(C)n12
  3%, -12%
> CC(C)CNc1oc(/C=C/c2cccs2)nc1C#N
  6%, -12%
> Cc1nc2c(C(=O)N(C)Cc3ccccc3)c[nH]n2c(=O)c1Cc1ccc(Cl)cc1
  -3%, -16%
> CN1CCN(CCOc2ccc(C#N)cc2)CC1
  9%, 5%
> CCc1ccccc1NC(=O)c1ccc(F)c(S(=O)(=O)N2CCN(c3cccc(Cl)c3)CC2)c1
  5%, 15%
> Cc1ccnc(NC(c2ccccc2F)c2ccc3cccnc3c2O)c1 (stereo not given)
  9%, 40%[activator]
> Cc1cccc2c1-c1sc(C(=O)NCc3ccccc3Cl)cc1CO2
  4%, -5%
> Cc1cc(Cl)ccc1NC(=O)CSc1nc2c(c(=O)[nH]1)CCC2
  -9%, 8%
> CCOc1ccccc1NS(=O)(=O)c1ccc2c(c1)CC(C)N2C(=O)C1CC1 (stereo not given)
  0%, -22%
> Cc1nn(-c2ccccc2)c(-n2cccc2)c1C(=O)N1CCN(c2ccccc2)CC1
  -23%, -13%
> CCCNC(=O)CCc1c(C)nc2nc(-c3cc(OC)cc(OC)c3)nn2c1C
  -5%, -22%
> CCN(CCCNC(=O)c1cc2c(=O)[nH]c3ccccc3c2s1)c1ccccc1
  -14%, -1%

The closing two compounds of the part before lead into the next:
Second line of a record – UDG counter, AID inh
> CCCNC(=O)CCc1c(C)nc2nc(-c3cc(OC)cc(OC)c3)nn2c1C
  -5%, -22%
> CCN(CCCNC(=O)c1cc2c(=O)[nH]c3ccccc3c2s1)c1ccccc1
  -14%, -1%
> N#C/C(=C\c1ccc(-c2cccc(C(F)(F)F)c2)o1)c1nc2ccccc2[nH]1
  0%, 2%
> Cc1ccc2cc(C(=O)N(C)C3CCS(=O)(=O)C3)c(C)nc2c1 (stereo not given)
  3%, -1%
> Cc1oc2cc3oc(=O)c(CC(=O)NCc4ccccc4)c(C)c3cc2c1C
  8%, 10%
> COC(=O)c1ccccc1OC(=O)COc1c(C)cc(Br)cc1C
  3%, -1%
> CC(C)c1ccc(Nc2c(-c3ccccc3O)nc3cnccn23)cc1
  -9%, -9%
> COc1ccc(CCNC(=O)c2cnn(-c3cccc(C)c3)c2C2CCNCC2)cc1OC
  -1%, 125%[activator]
> N#Cc1nc(COc2ccc(Cl)cc2)oc1NCc1ccc(F)cc1
  -1%, 18%
> O=C(Nc1ccc(Br)cc1)C(c1ccccc1)C1CCCC1 (stereo not given)
  4%, 1%
> CCc1ccc(C(=O)COC(=O)C(NC(=O)c2ccccc2C)C(C)C)cc1 (stereo not given)
  -1%, 29%
> CCN(C(=O)c1cc2c(=O)oc3ccc(C)cc3c2s1)c1ccccc1C
  -2%, -10%
> CCCC(CCC)C(=O)Nc1cccc(-c2cn3cccnc3n2)c1
  -8%, -3%
> O=C(NCc1ccccc1Cl)c1c2c(nc3ccccc13)C(=O)N(C1CCCCC1)C2
  3%, 13%
> Cc1ccc(Cn2c(SCc3ccc(C(=O)NC4CCCC4)cc3)nc3ccncc32)cc1
  -9%, -23%
> COC(=O)c1sc2cccc(F)c2c1S(=O)(=O)Nc1ccc(N(C)C)cc1
  30%[activator], 27%
> Cc1ccc2c(CN3C(=O)c4ccccc4S3(=O)=O)cc(=O)oc2c1
  6%, 4%
> COc1ccc(NC(=O)CCSc2nc(-c3ccc(OC)cc3)cc(C(F)(F)F)n2)cc1
  -12%, 48%[activator]
> COc1ccc(OC)c(C(=O)CSc2ccc(Cl)cc2)c1
  3%, -14%
> Cc1ccc(C(=O)C(C)OC(=O)C23CC4CC(CC(O)(C4)C2)C3)cc1C (stereo not given)
  0%, 11%
> CCOc1ccc(NC(=O)CSc2ncnc3c2sc2ccccc23)cc1
  -3%, -4%
> CN(CC(=O)Nc1nc(-c2ccccc2)cs1)CC(=O)Nc1ccccc1C(F)(F)F
  6%, -4%
> NC(=O)C1CCN(C(=O)c2cccc(NC(=O)c3nsc4ccccc34)c2)CC1
  2%, 8%
> CC1=C(C(=O)OC(C)(C)C)C(c2ccccc2Cl)NC(=O)N1 (stereo not given)
  0%, -2%
> COCCOc1ccc(C(=O)/C=C/c2ccc(C#N)cc2)cc1OC
  1%, -12%
> Cc1nn(C)c2c1c(C(F)(F)F)cc(=O)n2C(C)C(=O)N1CCN(c2ccccc2)CC1 (stereo not given)
  -9%, -14%
> COc1cc(NC(=O)CSc2nc(-c3ccc(C)cc3)nc3c2Cc2ccccc2O3)cc(OC)c1
  -17%, 6%
> O=C(NCCc1csc(-c2ccc(Cl)cc2)n1)c1ccco1
  4%, -9%
> COc1ccccc1CSc1nc2ccccc2s1
  4%, -11%
> Cn1nc(C(=O)NCc2ccc(Cl)cc2)c2c1-c1ccccc1SC2
  -15%[57.5 µM], u
> Cc1cc(S(=O)(=O)Nc2cc3c(cc2N2CCOCC2)n(C)c(=O)n3C)ccc1F
  7%, 13%
> COc1cc(C#N)ccc1OCc1ccccc1Cl
  -2%, -9%

Next section (two carried over from the part before).
Second line of a record – UDG counter, AID inh
> Cc1cc(S(=O)(=O)Nc2cc3c(cc2N2CCOCC2)n(C)c(=O)n3C)ccc1F
  7%, 13%
> COc1cc(C#N)ccc1OCc1ccccc1Cl
  -2%, -9%
> O=C(NC1CCCCCCC1)C1CCN(Cc2nc(-c3ccccc3)no2)CC1
  -3%, -11%
> Cn1cnc(S(=O)(=O)N2CCC(C(=O)N3CCN(c4ccccc4F)CC3)CC2)c1
  2%, 2%
> Cc1ccc(Nc2c(-c3ccco3)nc3ccc(C)cn23)cc1
  -2%, 342%[activator]
> COCCc1ccc(-c2csc(NC(=O)c3cc4cnn(C(C)C)c4nc3C)n2)cc1
  3%, -3%
> O=C(COC(=O)CC1Sc2ccccc2NC1=O)Nc1cccc2ccccc12 (stereo not given)
  -2%, 1%
> O=C(NC(NC(=O)c1cccnc1)c1ccc(Cl)cc1)c1cccnc1
  -2%, -1%
> CCOc1ccc(NC(=O)Cn2c(=O)n(-c3ccccc3)c(=O)c3ccc(C(=O)NCc4ccc5c(c4)OCO5)cc32)cc1
  -7%, 10%
> Cc1c(C)n(Cc2cccnc2)c2ncnc(NCc3ccco3)c12
  -7%, -6%
> C[N+](C)(C)CCCCCC[N+](C)(C)C
  7%&10%, 4%&1%
> COCCNC(=O)CSc1nc(-c2ccccc2C)nc2c1c(=O)n(C)c(=O)n2C
  -2%, -10%
> CCCCCOC(=O)COc1ccc2c(=O)c(Oc3cccc(C)c3)c(C(F)(F)F)oc2c1
  -6%, -12%
> COc1ccc(CCCc2nnc(SCC(=O)Nc3cccc(C)c3)o2)cc1
  u, u
> COc1ccc(NC(=O)c2nc3ccccc3nc2N2CCCCC2)cc1
  -4%, -9%
> Cc1ccc(CSc2nnc3[nH]c(=O)cc(C)n23)cc1
  3%, 6%
> CCOC(=O)c1cccc(NC(=O)CC2C(=O)N(c3ccc(F)cc3)C(=O)N2C(C)C)c1 (stereo not given)
  -6%[57.5 µM], 12%
> CCOC(=O)N1CCc2c(sc3c2c(=O)n(-c2ccc(CC)cc2)c(=O)n3Cc2cccc(OC)c2)C1
  -4%[57.5 µM], -4%
> Cc1oc2cc(OCC(=O)N(C)CCO)ccc2c(=O)c1Oc1ccccc1
  2%, 4%
> Cn1c(=O)n(CC(=O)O)c(=O)c2c3c(sc21)COC(C)(C)C3
  9%, 8%
> C=CCNC(=O)C1CCN(Cc2ccc(F)cc2)CC1
  -3%, 4%
> COc1cccc(-c2ccnc3c(-c4ccccc4)c(C)nn23)c1
  -13%, u
